Bioassay records as filed in PubChem.
STAT3 inh: IL-6 driven STAT3 reporter inhibitors, primary screen, U3A cells, luciferase, luminescence, MLSCN library | IL-6 STAT3-luciferase reporter; host cell line lacks STAT1 | actives 0.89% (n = 190,000) | inhibition, % at 5.5 µM;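 active = inhibition above the mean inhibition across all screened compounds plus 3 SD, cut at about 44% in these data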;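 note: 0% = DMSO only wells and 100% = 100 µM nifuroxazide control wells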
NF-kB expr up: activators of NF-kB expression in neurons, primary screen, cell-based, HTS; actives 1.6% (n = 190,000); fold change at 12.5 µM; human neuronal cells, NF-kB reporter expression; stronger effect = higher value; in the data active = fold change above about 3.3
STAT1 blocker: STAT1 signaling inhibitors, primary screen, cell-based, HTS, luciferase reporter; actives 0.35% (n = 200,000); inhibition, % at 5.5 µM; NIH 3T3 STAT1-luciferase reporter, IFN-gamma, luminescence;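 active = inhibition above a set limit, the mean inhibition across all tested compounds plus 3 SD, cut at about 34% in these data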;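 note: 0% = IFN-gamma with DMSO and 100% = IFN-gamma with 300 µM nifuroxazide; values of inactives mirror those of a sister screen read the other way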
APP 5UTR inh: inhibitors of APP translation via 5'UTR reporter, primary screen, APP 5'UTR luciferase, SH-SY5Y cells; SH-SY5Y APP 5'UTR-luciferase reporter, luminescence; inhibition, % at 2 µM; actives 0.82% (n = 190,000); AID 1285, 2008;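 active = inhibition above a set limit, derived from the sample mean plus 3 SD, cut at about 45% in these data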; note: values of inactives mirror those of a sister screen read the other way
STAT1 activator: STAT1 signaling activators, primary screen, cell-based, HTS, luciferase reporter. NIH 3T3 STAT1-luciferase reporter, IFN-gamma, luminescence; 100% = IFN-gamma alone, no compound. activation (% of control), % at 5.5 µM. actives 2.6% (n = 200,000). AID 932, 2007;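 active = activation above the screen-wide mean activation plus 3 SD, cut at about 130% in these data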;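 note: raw ratio to IFN-gamma control signal so 100% means no change and 0% no light; values of inactives mirror those of a sister screen read the other way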
APP 5'UTR act: activators of APP 5'UTR luciferase reporter, primary screen, SH-SY5Y cells; SH-SY5Y APP 5'UTR luciferase reporter, luminescence; zero percent = DMSO vehicle wells; activation, % at 2 µM; actives 1% (n = 190,000);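 active = activation above a set limit, based on mean plus 3 SD of controls, cut at about 140% in these data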; note: values of inactives mirror those of a sister screen read the other way
ROMK mod: ROMK potassium channel modulators, primary screen, cell-based, thallium flux, MLSMR library. AID 1918, 2009. ATP-sensitive inward rectifier potassium channel 1 (Homo sapiens), P48048. Tet-inducible ROMK, thallium flux fluorescence; actives lie on both sides. actives 2% (n = 130,000). B-score at 10 µM;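 active = signal ratio slope over the read window, or its plate-corrected B-score, at least 3 SD from the plate mean, either direction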;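 note: B-score of the F/F0 ratio slope over 7 to 12 s after thallium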
Target sequence (P48048 whole entry, looked up): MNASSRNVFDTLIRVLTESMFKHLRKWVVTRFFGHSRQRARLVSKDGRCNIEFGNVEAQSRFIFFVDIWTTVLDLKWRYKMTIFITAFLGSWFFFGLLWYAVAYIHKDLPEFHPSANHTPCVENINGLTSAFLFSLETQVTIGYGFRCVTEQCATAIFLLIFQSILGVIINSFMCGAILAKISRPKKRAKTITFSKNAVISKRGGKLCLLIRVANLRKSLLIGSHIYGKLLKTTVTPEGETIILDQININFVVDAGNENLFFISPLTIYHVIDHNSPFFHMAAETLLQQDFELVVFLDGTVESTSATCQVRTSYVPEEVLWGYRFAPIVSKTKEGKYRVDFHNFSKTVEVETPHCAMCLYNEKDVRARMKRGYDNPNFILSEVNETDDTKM
STAT3 activator: IL-6 driven STAT3 reporter potentiators, primary screen, U3A cells, luciferase, luminescence, MLSCN library | IL-6 STAT3-luciferase reporter; 100% = signal with IL-6 EC80 alone | activation (% of control), % at 5.6 µM | actives 0.91% (n = 190,000);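 active = activation above the screen-wide mean of compound activation plus 3 SD, cut at about 130% in these data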;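 note: 0% = background luminescence of wells with medium and substrate only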
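Material: STAT1-lacking human U3A cells, STAT3 luciferase reporter | Benchmarks: IL-6-only wells as 100% reference | Probe or stimulus: IL-6 (33 ng/mL) | Timing: Compound 1 h, then IL-6 6 h at 37 °C | Detection: Luminescence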
FLuc stim CS: FLuc activators, initial screening, artefact control for FLuc-dependent activation tests, biochemical, ATPlite luminescence; activation factor at 10 µM; ATPlite luciferase biochemical, 10 min; 0 = ATP-free wells, 1 = DMSO control; AID 1027, 2008; 200,000 tested, under 10 active; Luciferin 4-monooxygenase (Photinus pyralis), P08659;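 active = luciferase activation factor, scaled between plate controls, of at least 2 with compound at 10 µM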
Target sequence (P08659 whole entry, looked up): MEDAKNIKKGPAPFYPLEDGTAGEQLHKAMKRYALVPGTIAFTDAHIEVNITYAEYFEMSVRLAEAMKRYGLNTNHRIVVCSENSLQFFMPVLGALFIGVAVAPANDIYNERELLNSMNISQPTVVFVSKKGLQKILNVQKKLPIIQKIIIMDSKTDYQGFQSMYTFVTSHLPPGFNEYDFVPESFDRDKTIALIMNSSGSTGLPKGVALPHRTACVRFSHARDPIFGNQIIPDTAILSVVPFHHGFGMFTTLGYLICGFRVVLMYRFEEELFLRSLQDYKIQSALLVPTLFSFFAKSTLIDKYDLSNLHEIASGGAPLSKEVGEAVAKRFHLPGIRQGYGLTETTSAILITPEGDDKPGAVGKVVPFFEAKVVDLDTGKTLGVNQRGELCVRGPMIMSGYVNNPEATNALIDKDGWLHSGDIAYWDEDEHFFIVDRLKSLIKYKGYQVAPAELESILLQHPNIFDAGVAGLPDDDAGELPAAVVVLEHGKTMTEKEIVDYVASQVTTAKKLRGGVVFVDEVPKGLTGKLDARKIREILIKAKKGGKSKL
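test system = cell-free luciferase reagent | medium = PBS as buffer for the ATP substrate | dosing = test compounds dosed from 2 mM stocks in 100% DMSO | incubation = 10 min at ambient temperature | detection = luminescence measurement of luciferase light output | benchmarks = low control with PBS replacing ATP, high control enzyme plus ATP without compound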
FLuc inh counter: firefly luciferase enzyme inhibitors, primary screen, artefact control for luciferase-based inhibitor screens, biochemical, luminescence, ATPLite. actives 1.5% (n = 200,000). AID 1006, 2008. Luciferin 4-monooxygenase (Photinus pyralis), P08659. inhibition, % at 10 µM. 10 min;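 active = inhibition above about 50% when tested at 10 µM, limit read from the data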
Active calls of the source: *; · = not tested or not shown.

SMILES	STAT3 inh	NF-kB expr up	STAT1 blocker	APP 5UTR inh	STAT1 activator	APP 5'UTR act	ROMK mod	STAT3 activator	FLuc stim CS	FLuc inh counter
NC(=O)NC(Cc1ccccc1)C(=O)Nc1ccc(S(N)(=O)=O)cc1 (configuration not stated)	8	1.2	5	-10	96	10	0.27	98	1	-5
COc1ccc(C(=O)NC(=S)Nc2ccc(Cl)cn2)cc1OC	20	1.2	-4	6	104	-6	0.1	84	1	0
Cc1cc(C(=O)N2CCN(Cc3ccccc3)CC2)on1	13	0.92	3	-7	98	7	·	96	1	-3
[O-][n+]1onc2c1C(N1CCOCC1)CCC2N1CCOCC1 (configuration not stated)	11	1	-8	-5	107	5	-0.22	98	1.1	-7
Nc1cccc2c1C(=O)N(C(=O)/C=C/c1cccc(F)c1)C2=O	13	1.3	24	23	79	-23	-0.51	93	0.7	26
O=C(Nc1ccc(S(=O)(=O)NCc2ccccc2)cc1)Nc1ccc2c(c1)OCO2	-6	1.4	-10	-17	109	17	·	105	0.9	7
Cc1ccn(CC(=O)N2N=C(C(F)F)CC2(O)C(F)F)n1 (configuration not stated)	-8	1.1	-1	8	103	-8	0.45	104	1.1	-8
O=C(c1ccc(S(=O)(=O)c2ccccc2Cl)c([N+](=O)[O-])c1)N1CCCCCC1	20	0.57	7	7	94	-7	-2.1	81	1	-2
Cc1ccccc1S(=O)(=O)c1c(C)cc(C)n(C)c1=O	4	0.99	5	-13	95	13	-0.55	104	1	-3
Cc1ccc(NC2=CC(=O)CC(c3ccco3)C2)c(N)c1 (configuration not stated)	-7	1.1	-11	-126	110	126	-0.95	111	1.1	-6
Cc1cc(C)c2c(n1)nn1c(C)c(CCC(=O)NCc3ccco3)c(C)nc21	-2	1.2	2	-13	95	13	·	101	1	-2
O=C(c1ccccc1)N1CCN(c2ccc([N+](=O)[O-])c(NCc3ccco3)c2)CC1	4	0.74	3	2	97	-2	·	107	1.1	-8
COc1ccc(OC)c(/C=N\NC(=O)CC(=O)NCCc2ccccc2)c1	-8	0.95	5	-10	94	10	-1.1	108	1	0
Cc1cc(C)nc(/N=C2\NC(=O)CC3C(=O)NCCN23)n1 (configuration not stated)	4	1.2	9	4	91	-4	·	99	1	1
Cc1ccc(C(=O)NNc2cc(=O)n(C)c(=O)n2C)cc1C	1	1	6	-12	95	12	·	102	1	-2
O=C(NCCCN=C1NS(=O)(=O)c2ccccc21)c1ccco1	6	1	-5	13	106	-13	·	98	1	-3
CC1=C(C(=O)OC(C)C)C(c2cccs2)NC(=O)N1 (configuration not stated)	15	1.2	-9	-6	108	5	0.02	96	1.1	-7
CCn1c(N)c(C(=O)N2CCOCC2)sc1=S	6	1.2	3	5	97	-5	·	98	1	-5
CCOc1ccc(NC(=S)NCCCc2ccccc2)cc1	-2	1.3	-4	4	101	-5	-0.029	105	1.1	-8
C1CCCC(N2CCNCC2)CC1	-1	1	0	-3	100	3	·	102	1.1	-5
CCOc1cc(C(=O)OCC(=O)c2c(N)n(C)c(=O)n(C)c2=O)cc(OCC)c1OCC	2	0.91	3	2	94	-3	1.8	100	1	-3
CC1(C(=O)Oc2ccccc2)Cc2ccccc2C(=O)O1 (configuration not stated)	6	1.1	4	-18	97	18	-0.0042	103	0.9	6
C=CCn1c(SCCN2CCOCC2)nc2c1c(=O)[nH]c(=O)n2C	0	1.1	-2	-3	102	3	0.18	102	1.1	-7
C=CCN(c1ccccc1)S(=O)(=O)c1ccc(Cl)c(C(=O)OCC(=O)c2[nH]c(C)c(C(C)=O)c2C)c1	-11	0.99	3	3	97	-3	·	109	1.1	-6
Cc1nc2c(-c3ccc(F)cc3)cnn2c2c1CCC2	3	1.8	-35	-32	130*	32	-0.73	107	0.9	9
The listing continues:
SMILES	STAT3 inh	NF-kB expr up	STAT1 blocker	APP 5UTR inh	STAT1 activator	APP 5'UTR act	ROMK mod	STAT3 activator	FLuc stim CS	FLuc inh counter
COc1ccc(-c2cn3cccnc3n2)cc1NC(=O)C1CC1	-4	1.1	1	-16	99	16	·	108	1	-2
CSc1ccccc1C(=O)NCCSC(C)(C)C	3	1.1	-3	-14	103	14	1.1	98	1	-3
Cc1nc(-c2ccccn2)sc1C(=O)Nc1ccc(F)cc1F	13	2.2	-25	-30	123	31	·	94	1	-4
CCC(C)Oc1nc2ccccc2nc1NS(=O)(=O)c1ccccc1 (configuration not stated)	17	1.2	5	10	95	-10	0.16	90	1	-1
CCOC(=O)c1cc2c(=O)n3ccccc3nc2n(CC2CCCO2)c1=NC(C)=O (configuration not stated)	-5	·	-2	18	102	-18	0.2	104	1	-4
CCOc1ccccc1-c1nc(-c2ccc(C)nc2OC)no1	8	2.2	-58	-80	153*	80	0.13	95	0.8	16
COc1ccccc1OCC(O)Cn1nc(C)cc1C (configuration not stated)	5	1.3	-1	3	101	-3	0.0079	98	·	·
CCOC(=O)c1c(N)nn(C(C)=O)c1-c1ccccc1	-5	0.87	-5	3	104	-3	·	108	1	2
COc1ccccc1-n1cnnc1SCC(=O)Nc1ncc(Cl)cc1Cl	9	1.3	-2	2	102	-2	·	97	1	-4
O=C(COc1ccc(/C=N/NC(=O)c2cc3ccccc3o2)cc1Cl)Nc1ccccc1	-13	1	-5	-32	104	32	·	116	1	1
NC(=O)COc1ccc(/C=N/NS(=O)(=O)c2ccccc2)cc1	4	1.5	-6	-6	103	7	0.65	104	1	2
O=C(CCSc1ccc(Cl)c(Cl)c1)NC12CC3CC(CC(C3)C1)C2	-3	1.3	-2	-8	102	8	-1	108	1	-3
CCOC(=O)c1c(-c2ccc(C)cc2)csc1NC(=O)C1CCCO1 (configuration not stated)	10	0.87	-13	2	112	-2	-0.88	94	1.1	-6
CC(C)OCCCNC(=O)CCN1C(=O)COc2ccccc21	16	1	5	-12	97	12	1.1	90	1	-4
CC(C)[C@H](NC(=O)NC1CCCc2ccccc21)C(=O)O (some centres not stated)	-1	1.1	-5	-8	105	8	0.023	104	1.1	-9
CCOc1ccccc1CNc1ccc(O)cc1	7	1.3	-4	15	102	-15	0.13	102	1	-4
COC(=O)c1ccc(NC(=S)NCCc2ccccc2)cc1	35	1.2	16	·	85	·	·	75	1.1	-8
CC(C(=O)Nc1ccc(C#N)cc1)N(C)CC(=O)Nc1ccccc1Br (configuration not stated)	10	1.2	4	11	96	-11	0.072	96	1	0
Cc1cc(=O)oc2cc(OC(=O)c3ccccc3)ccc12	4	1.1	-6	2	104	-2	-0.24	98	0.8	18
O=C(CCl)Nc1ccccc1Sc1ccc(Cl)cc1	7	0.66	3	·	97	·	0.034	93	1.1	-6
CCN(CC)c1nc2ccccc2nc1C(C#N)C(=O)NCCc1ccccc1 (configuration not stated)	11	0.62	4	24	92	-24	·	91	1.1	-9
O=[N+]([O-])c1cccc(-c2ccc(C(=S)N3CCOCC3)o2)c1	-11	4.8*	-45	-162	143*	162*	-0.94	112	0.6	40
CCN(c1ccc(NC(=O)COC(=O)c2cccs2)cc1)C(C)C	-12	0.89	-1	2	101	-2	-0.75	107	1	-1
O=C(NCCCn1ccnc1)NC(C(F)(F)F)C(F)(F)F	1	0.99	-11	5	99	-5	0.98	102	1	0
CCN(CC)CCCN1CC(O)=C(c2nc3ccccc3s2)C1=N	5	1.1	-8	1	107	-1	-2.1	100	1.1	-7

Reformatted: 2 of the compounds above.
| compound | STAT3 inh | NF-kB expr up | STAT1 blocker | APP 5UTR inh | STAT1 activator | APP 5'UTR act | ROMK mod | STAT3 activator | FLuc stim CS | FLuc inh counter |
| --- | --- | --- | --- | --- | --- | --- | --- | --- | --- | --- |
| COc1ccccc1OCC(O)Cn1nc(C)cc1C (configuration not stated) | 5 | 1.3 | -1 | 3 | 101 | -3 | 0.0079 | 98 | · | · |
| CCOC(=O)c1c(N)nn(C(C)=O)c1-c1ccccc1 | -5 | 0.87 | -5 | 3 | 104 | -3 | · | 108 | 1 | 2 |

Later entries:
SMILES	STAT3 inh	NF-kB expr up	STAT1 blocker	APP 5UTR inh	STAT1 activator	APP 5'UTR act	ROMK mod	STAT3 activator	FLuc stim CS	FLuc inh counter
CCOC(=O)c1c(C)[nH]c(C)c1C(=O)COC(=O)c1ccc(OC)c(OC)c1	9	0.95	10	6	91	-6	-0.74	96	1	-4
CC1CC2=C(C(=O)O1)C(C)Nc1ccccc1N2 (configuration not stated)	3	1.1	0	23	100	-23	·	100	1.1	-7
O=C1c2ccccc2C(=O)N1CCc1csc(-c2ccc(F)cc2)n1	29	1.7	-7	-2	106	2	·	81	1	1
CC(=C/c1ccccc1)/C=N/Nc1nc(N2CCCCC2)nc(N2CCCCC2)n1	1	0.86	1	3	99	-3	-0.54	97	1.1	-8
CCOC(=O)C(O)(CC(=O)Nc1cc(F)ccc1C)C(F)(F)F (configuration not stated)	0	1.1	0	-1	101	1	0.37	102	1.1	-6
CCNC(=S)Nc1cc(Cl)ccc1Oc1ccccc1	2	0.81	7	-12	94	12	0.41	99	1	-4
CN1CCN(NC(=O)c2ccc(F)cc2)CC1	8	1.3	4	5	97	-5	0.43	99	1	-4
COC(=O)C(C(=O)OC)c1ncc(C(F)(F)F)cc1Cl	0	1	-4	-9	104	9	0.071	102	1.1	-6
CCOC(=O)c1ccc(S(=O)(=O)N2CCC(C(=O)OCC)CC2)cc1	1	0.99	2	1	98	-1	-0.31	103	1	0
Cn1c(=O)c2c(=O)cc(NNC(=O)C(C)(C)C)[nH]c2n(C)c1=O	0	1.2	1	46*	99	-46	1.3	100	1.1	-8
CCCc1cc(C(=O)Nc2sc(C)c(CC)c2C#N)no1	8	1.5	-10	-18	106	18	·	93	1	-3
COc1cc(OC)cc(C(=O)NCC(=O)OCc2csc(-c3ccccc3)n2)c1	-10	1.4	0	4	100	-4	-0.79	106	1	-2
COc1ccc(NC(=O)C(c2ccc(OC)cc2)N(C)C(=O)c2cnccn2)cc1 (configuration not stated)	9	0.76	7	-2	94	1	·	98	1	-1
Cc1c(C(c2cc3c(cc2Br)OCO3)c2c(C)n(C)n(-c3ccccc3)c2=O)c(=O)n(-c2ccccc2)n1C	7	0.99	-6	3	105	-3	·	102	1	-1
NN(CCO)C(=S)Nc1ccc(Cl)cc1	-9	1	-5	-10	104	10	·	107	1	-5
Cc1nnc(N/N=C/c2ccc(-c3ccccc3F)o2)n1N	-23	1.7	-29	-36	125	36	-2.5*	121	0.7	28
O=C(O)C1CCC(=O)N1Cc1ccc(F)cc1 (configuration not stated)	2	1.2	4	4	97	-4	3.8	103	1.1	-7
CCOC(=O)N1CCN(S(=O)(=O)c2cc(OCC(N)=O)c(C)cc2Cl)CC1	3	0.78	7	-9	93	9	·	98	1	-2

Results in APP 5UTR inh, STAT1 blocker and FLuc inh counter, for some of the entries so far:
SMILES	APP 5UTR inh	STAT1 blocker	FLuc inh counter
CCOc1ccccc1CNc1ccc(O)cc1	15	-4	-4
CCOC(=O)c1c(C)[nH]c(C)c1C(=O)COC(=O)c1ccc(OC)c(OC)c1	6	10	-4
